Screens (PubChem BioAssay)
Measles CPE – protection of cells from measles virus | Measles virus-infected cells, CPE protection, absorbance | protection (pct of control), % at 4 µM | 140,000 tested, 1.5% active; in the data active = protection mostly above about 24%, no sharp cut-off; inactive = mostly below about 26%; also: some compounds called inactive have numbers as strong as hits
E-sel TNF inh – blocks E-selectin expression induced by TNF alpha; 120,000 tested, 0.71% active; HUVEC TNFa-induced E-selectin immunofluorescence, high content; inhibition, % at 2 µM;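 active = inhibition above the batch mean plus 3 SD, and confirmed as a hit on visual image review, cut at about 43% in these data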;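 also: 0% = TNF-stimulated DMSO wells and 100% = unstimulated control wells; not every result past the cut was called active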
Phagocyt inh – macrophage phagocytosis inhibition. J774A.1 macrophage IgG-bead phagocytosis, imaging. inhibition, % at 5 µM. 110,000 tested, 0.07% active;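 active = inhibition above the mean of the plate negative controls plus 5 SD, cut at about 13% in these data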;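 also: phagocytic index as fraction of beads internalized from green versus red external bead signal; plate controls were DMSO negative control for no effect and cytochalasin-D positive control for full effect; some results beyond the cut were filed as inactive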
MRP-1 activ – activates MRP-1; 140,000 tested, 0.61% active; viability increase, % at 10 µM; AID 799; H69AR cells + doxorubicin, viability rescue, CellTiter-Glo;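 active = viability gain under doxorubicin at or above a set limit, the compound median plus 3 SD, cut at about 4.7% in these data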;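 also: MRP-1 overexpressing cells given doxorubicin 25 µM after compound pretreatment; 18-22 h compound pretreatment then 72 h with doxorubicin before readout; 0% = doxorubicin-only wells and 100% = vehicle-treated cells without doxorubicin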
NPY-Y2 antag – blocks the human neuropeptide Y Y2 receptor; inhibition, % at 2.7 µM; NPY-Y2 expressing cells, antagonist mode; 140,000 tested, 0.99% active; AID 793; P49146; in the data active = inhibition above about 17%;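 also: 0% = vehicle with agonist challenge and 100% = reference antagonist with challenge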
Target sequence (P49146 whole entry, looked up): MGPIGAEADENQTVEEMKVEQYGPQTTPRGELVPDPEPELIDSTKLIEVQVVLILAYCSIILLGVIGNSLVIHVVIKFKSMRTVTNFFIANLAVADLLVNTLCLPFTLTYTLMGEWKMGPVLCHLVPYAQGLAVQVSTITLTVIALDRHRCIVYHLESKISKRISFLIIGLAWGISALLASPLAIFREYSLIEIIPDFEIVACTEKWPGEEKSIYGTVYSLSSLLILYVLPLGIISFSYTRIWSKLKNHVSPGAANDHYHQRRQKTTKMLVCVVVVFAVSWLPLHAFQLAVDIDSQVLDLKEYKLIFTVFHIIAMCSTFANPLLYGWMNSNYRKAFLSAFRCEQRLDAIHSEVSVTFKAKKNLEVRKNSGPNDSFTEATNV
Yeast life ext – yeast lifespan extension; S. cerevisiae growth with nicotinamide, OD615; deaD strain in restrictive glucose medium; inhibition of the nicotinamide effect, % at 10 µM; 130,000 tested, 0.68% active; AID 775;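 active = inhibition above a set limit, placed 3 SD over the median of all compounds, cut at about 26% in these data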;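 also: 0% = nicotinamide-treated wells and 100% = cells grown without nicotinamide; some compounds called inactive have numbers as strong as hits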
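Test system – modified budding yeast, DeaD strain · Compound – single dose 10 µM compound, 0.25% DMSO · Times – culture preincubation 4 h, compound exposure 48 h, both 30 °C · Detection – optical density (absorbance) at 615 nm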
Yeast growth inh – chemicals that inhibit yeast BB579 growth in restrictive medium (lifespan-shortening candidates); 140,000 tested, 0.51% active; S. cerevisiae BB579 growth, OD615, 48 h; inhibition, % at 10 µM; AID 804;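 active = inhibition above a set limit, 3 SD over the mean compound inhibition, cut at about 44% in these data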; also: inactives centre near -24
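System: Saccharomyces cerevisiae DeaD strain BB579, replicative lifespan model yeast | Buffer or medium: Restrictive glucose-based CSMM-D medium | Times: 4 h preincubation and 48 h exposure at 30 °C | Detection: OD615 turbidity measurement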
bCat KO growth – beta-catenin-lacking colon tumor cell growth suppression | viability, % at 10 µM | 140,000 tested, 1.5% active | AID 818 | HCT116 beta-catenin knockout viability, CellTiter-Glo, 60 h; hits give low values;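 active = viability at or under a set limit, the compound median less 4 SD, cut at about 6% in these data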;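 also: 0% = Hyamine 1622 control at 20 µM and 100% = untreated cell control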
GALR2 antag – antagonists of human galanin receptor 2 (GALR2) | GALR2-expressing cells, antagonist mode | 140,000 tested, 0.39% active | AID 828 | O43603 | inhibition, % at 4 µM; in the data active = inhibition above about 27%;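 also: cells stimulated with galanin 1-16 at roughly its EC80; 0% = agonist challenge control and 100% = basal control without agonist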
Target sequence (O43603 whole entry, looked up): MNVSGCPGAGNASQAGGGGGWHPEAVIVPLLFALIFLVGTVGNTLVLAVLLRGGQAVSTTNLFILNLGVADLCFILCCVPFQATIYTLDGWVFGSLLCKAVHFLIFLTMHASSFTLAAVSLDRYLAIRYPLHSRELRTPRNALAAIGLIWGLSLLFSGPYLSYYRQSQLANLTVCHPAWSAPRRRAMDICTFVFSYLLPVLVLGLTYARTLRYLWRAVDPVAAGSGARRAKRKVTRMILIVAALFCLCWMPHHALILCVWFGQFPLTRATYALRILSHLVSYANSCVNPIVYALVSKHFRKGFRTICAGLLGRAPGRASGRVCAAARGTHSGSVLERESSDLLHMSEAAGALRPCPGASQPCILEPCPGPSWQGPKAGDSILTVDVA
PTEN del growth – growth suppressors of cells with PTEN tumor suppressor deletion. HCT116 PTEN-null viability, CellTiter-Glo, 60 h; hits give low values. viability, % at 10 µM. 140,000 tested, 1.2% active;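 active = viability at or below a set limit, 4 SD under the median of all tested compounds, cut at about 3.7% in these data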;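 also: PTEN knockout HCT116 line with beta catenin targeted HCT116 as companion control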
Numbers without * were called inactive; x = no result given.

Each structure is followed by: E-sel TNF inh	Measles CPE	bCat KO growth	GALR2 antag	MRP-1 activ	NPY-Y2 antag	Phagocyt inh	Yeast life ext	PTEN del growth	Yeast growth inh
O=C(Nc1ccccc1)N1C(=O)C2(OCCO2)c2ccccc21
 : -12.6	25.6	90.3	-7.8	-1.0	0.3	0.7	-8.9	96.9	-7.8
CCOc1cc(N2CCOCC2)c(OCC)cc1NC(=O)c1ccc(OCc2c(C)noc2C)c(OC)c1
 : x	25.9	88.0	-4.7	-3.0	3.4	-4.2	1.8	86.2	-54.4
C=CCSc1ccsc1C(=O)O
 : -4.5	3.9	98.1	2.9	-0.6	0.1	x	-3.3	99.0	-35.3
O=C(Nc1nnc(C2CC2)s1)c1cccc(S(=O)(=O)N2CCc3ccccc32)c1
 : x	17.1	84.5	-2.4	-1.0	-0.1	2.9	-6.4	82.5	-52.6
CCOC(=O)c1ccc(NC(=O)CCOc2ccccc2)cc1
 : 20.8	17.0	80.4	-8.7	2.9	5.0	-2.1	-15.9	85.4	-15.6
O=C(NC1CCCC1)C1CCC(CNS(=O)(=O)c2cccs2)CC1 (configuration not stated)
 : 11.6	4.0	89.8	-38.9	-1.0	0.1	-3.9	0.7	91.8	-15.0
CCn1c(CNc2ccc(Cl)cc2)nnc1SCC(=O)OC1CCCCC1
 : -3.2	2.2	86.5	-2.8	0.4	6.7	x	x	84.7	-33.3
Cc1cccc(C(=O)NC(=S)NNC(=O)c2ccccc2Cl)c1
 : x	9.7	72.7	9.1	-2.2	3.3	-2.4	20.6	72.0	7.1
Cc1cc(NC(=O)CCC2CCCCC2)no1
 : -18.1	12.0	101.6	-2.7	3.1	2.1	x	x	97.3	-14.0
CCc1nnc(NS(=O)(=O)c2ccc(NC(=S)NC(=O)c3ccc(Br)cc3)cc2)s1
 : x	14.0	94.3	-3.5	-1.2	2.0	-9.5	-2.1	103.4	-10.6
Brc1ccc(CSc2nnc(-c3ccccn3)n2Cc2ccco2)cc1
 : x	-0.6	11.1	5.2	-2.4	24.3*	1.0	7.4	9.7	-44.7
Cc1cccc(NC(=O)Cc2coc3ccc4ccccc4c23)n1
 : -8.3	2.4	79.3	3.8	0.6	2.0	1.0	-7.8	83.0	40.5
CC(=O)C1=C(C)NC(=O)NC1c1ccccc1 (configuration not stated)
 : x	4.5	98.0	-1.3	0.0	1.5	x	-9.2	97.2	-37.3
CCOC(=O)c1ccc(NC=C2C(=O)OC3(CCCCC3)OC2=O)cc1
 : 6.0	4.2	86.8	1.8	-3.0	-0.7	x	-14.6	88.0	-45.1
N#C/C(C(=O)c1ccccc1)=C1/CCCCCN1
 : 13.9	6.8	97.1	-1.0	-0.3	-0.2	x	-14.6	107.2	-20.5
CCOC(=O)Cc1nnn(CC(=O)OCC)n1
 : -8.5	4.4	97.9	-0.3	-0.5	2.2	2.7	-4.2	95.2	-10.6
CCCCOCCCNC(=O)C1CCCCC1
 : 9.3	12.8	94.2	5.7	-1.1	1.1	0.2	-6.5	90.8	-12.3
CCOc1ccccc1/C=N/NC(=O)CNC(=O)c1ccc(S(=O)(=O)N2CCOCC2)cc1
 : x	9.7	92.9	4.0	1.8	1.2	-2.9	9.6	95.3	-18.1
CCCOc1ccc(OCCOCCN2CCc3ccccc3C2)cc1
 : 10.1	3.0	73.8	8.9	-1.9	8.4	-0.2	0.3	87.9	-36.2
CCOC(=O)c1ccc(-n2c(=O)[nH]c3ccccc3c2=O)cc1
 : 9.2	9.9	103.5	-13.7	1.6	4.0	-0.9	-8.1	103.2	-57.9

Next results
Each structure is followed by: E-sel TNF inh	Measles CPE	bCat KO growth	GALR2 antag	MRP-1 activ	NPY-Y2 antag	Phagocyt inh	Yeast life ext	PTEN del growth	Yeast growth inh
Cc1cc(C)c(C#N)c(Oc2ccc(F)cc2)n1
 : -8.6	2.2	87.8	1.0	1.2	2.3	-2.7	-32.6	89.8	-2.2
O=C(Nc1ccc(F)cc1)N(Cc1cccs1)Cc1cc2cc3c(cc2[nH]c1=O)OCO3
 : x	4.0	65.8	-6.5	-1.0	4.6	-1.7	7.3	60.2	-18.3
CC(=O)Oc1ccc(NC(=O)C2CCCCC2)c(C(=O)O)c1
 : -13.9	2.3	96.0	-7.1	-0.1	2.7	x	8.4	97.6	-7.1
Cc1ccc(-n2nc(-c3ccccc3)cc2Nc2ccccc2N)cc1
 : x	8.8	64.6	1.2	-1.2	-4.5	x	-4.1	60.5	-43.2
Cc1ccc(-c2cc(-c3ccccc3)no2)c(O)c1
 : -8.6	15.2	81.7	-6.0	5.3*	-1.3	-0.2	-3.3	93.4	-19.4
Cn1c2c(c(=O)n(C)c1=O)C(C(F)(F)F)(C(F)(F)F)N=C(c1ccc(Cl)cc1)N2
 : -0.8	6.7	3.0*	67.8*	-7.5	6.6	x	-19.3	4.2	-8.4
Cc1cc2c(c(=O)n1CC1CCCO1)C(c1ccco1)C(C#N)=C(N)O2 (configuration not stated)
 : x	1.1	78.7	-0.6	-2.0	4.8	-1.5	-12.1	87.4	-24.0
CC(=O)/C=C\c1cn(-c2ncc(C(F)(F)F)cc2Cl)c2ccccc12
 : -11.3	7.4	20.9	6.8	-2.3	3.5	-0.7	-7.3	27.9	-2.5
CCOc1ccc(C(CC(=O)O)NC(=O)C23CC4CC(CC(C4)C2)C3)cc1 (configuration not stated)
 : -34.0	4.0	90.7	1.6	-0.4	2.0	x	-18.3	82.8	-16.4
COc1ccc(/C=N/NC(=O)CCn2c3ccccc3c3ccccc32)cc1OC
 : x	12.5	97.0	-3.5	-0.6	1.9	-0.5	-5.3	99.1	-3.2
CC(C(=O)N1CCc2ccccc21)N1CCc2ccccc2C1 (configuration not stated)
 : -3.6	10.0	87.6	-0.6	-3.2	-0.2	x	x	80.4	-41.2
O=C(N/N=C/c1sc(=O)n(-c2ccccc2)c1Cl)c1ccccc1
 : -5.3	37.6	79.3	-2.6	-4.5	-1.0	x	-5.1	71.1	5.2
Cc1ccc(S(=O)(=O)CCC(=O)N2CCN(c3ccc(Cl)cc3)CC2)cc1
 : -2.0	18.1	51.5	2.4	-1.1	6.8	x	x	70.9	-24.8
N#Cc1cn(CC(=O)NCC2CCCO2)c2ccccc12 (configuration not stated)
 : 15.8	21.7	89.5	-1.8	-1.6	-0.2	0.2	-1.1	97.3	-27.1
CN(C(=O)C1CCOC1)c1nnc(-c2ccncc2)s1 (configuration not stated)
 : -25.0	3.2	99.3	-7.3	-1.2	-0.7	-0.9	-23.2	96.2	4.5
Cc1ccc(C(=O)CCNc2ccccc2)o1
 : 2.1	23.7	27.0	-3.6	-1.8	1.3	-1.6	-11.5	45.2	-28.0
Cc1cc2cc(CNC(=O)c3cc4ccccc4o3)ccc2n1C
 : x	16.8	88.9	9.2	1.2	1.2	0.7	-2.6	94.1	-38.2
Cc1c(C)c(C)c(/C=[N+](/C)[O-])c(C)c1C
 : -3.4	2.9	90.5	8.1	-1.6	-0.6	2.1	2.1	100.7	-3.8
COc1cc(C2N(c3ccc(Cl)c(Cl)c3)C(=O)C3CCCN32)cc(OC)c1OC (configuration not stated)
 : x	2.5	86.2	5.7	-3.1	2.8	0.3	-6.4	90.3	-43.3
COc1ccc2ccccc2c1/C=N/NC(=O)c1cccc(Br)c1
 : x	10.5	99.5	11.7	0.8	1.2	-4.9	-7.2	90.1	-13.8

Later entries
Each structure is followed by: E-sel TNF inh	Measles CPE	bCat KO growth	GALR2 antag	MRP-1 activ	NPY-Y2 antag	Phagocyt inh	Yeast life ext	PTEN del growth	Yeast growth inh
Cc1ccccc1NC(=O)N1C2CCC1CC(O)(c1cccnc1)C2 (configuration not stated)
 : -5.9	14.4	77.0	-4.7	-1.7	0.4	x	-20.3	101.9	-10.4
Cc1nn(-c2ccccc2)c(CC(C)(C)C(=O)O)c1C(=O)O
 : 13.1	11.4	96.0	4.7	-0.9	1.2	-0.7	-2.9	96.1	-18.6
CCCCCOC(=O)C1=C(C)Nc2ncnn2C1c1cccs1 (configuration not stated)
 : 14.5	2.5	57.9	-6.1	-0.2	6.5	0.6	20.4	68.9	1.0
COc1cc2c(C(=O)N3CCCc4ccccc43)cn(C)c(=O)c2cc1OC
 : -54.4	16.9	86.2	14.5	-2.9	0.6	-1.0	-26.8	87.1	3.3
Cc1ccc(CNC(=O)CCCc2nc3ccccc3s2)cc1
 : 4.8	23.0	101.7	0.4	-0.3	8.9	-0.1	2.8	94.0	-36.5
C/C(=N\NC(=O)c1ccc(Cl)cc1)c1ccc(Br)s1
 : 4.9	3.5	26.0	7.0	2.1	-0.1	x	-13.3	30.1	-16.5
COc1ccc(S(=O)(=O)N(CC(=O)NCc2ccco2)C2CCCCC2)cc1OC
 : x	-0.2	97.9	-0.8	-2.8	0.9	1.9	-11.1	94.5	-21.1
OCCN1CCN(c2ncnc3c2sc2nc(N4CCOCC4)c4c(c23)CCC4)CC1
 : -52.5	5.5	65.6	-6.4	-3.0	0.0	-0.3	1.9	65.1	-5.6
CCOC(=O)c1c(NC(=O)CCC(=O)NCc2ccco2)sc2c1CCCC2
 : 7.7	8.8	103.2	-13.0	-4.3	4.3	-0.5	5.1	83.3	-31.9
O=S(=O)(/N=C(/Nc1ccc(F)cc1F)c1ccc(Cl)cc1)c1ccccc1
 : 42.2	8.9	80.8	-13.6	-2.4	3.2	x	6.6	91.3	-46.5
O=C1OC(c2cccc([N+](=O)[O-])c2)C2(CCCC2)C(=O)C12CCCCC2 (configuration not stated)
 : x	10.0	49.0	2.0	-3.0	3.3	-5.8	1.6	52.1	-31.8

Part of the list above in order of heavy-atom count, largest number first.
Each structure is followed by: E-sel TNF inh	Measles CPE	bCat KO growth	GALR2 antag	MRP-1 activ	NPY-Y2 antag	Phagocyt inh	Yeast life ext	PTEN del growth	Yeast growth inh
COc1cc2c(C(=O)N3CCCc4ccccc43)cn(C)c(=O)c2cc1OC
 : -54.4	16.9	86.2	14.5	-2.9	0.6	-1.0	-26.8	87.1	3.3
O=S(=O)(/N=C(/Nc1ccc(F)cc1F)c1ccc(Cl)cc1)c1ccccc1
 : 42.2	8.9	80.8	-13.6	-2.4	3.2	x	6.6	91.3	-46.5
CCCCCOC(=O)C1=C(C)Nc2ncnn2C1c1cccs1 (configuration not stated)
 : 14.5	2.5	57.9	-6.1	-0.2	6.5	0.6	20.4	68.9	1.0
